Cycloheximide cs: counter-screen hit for Shiga toxin inhibitors, cycloheximide; cell reporter, cycloheximide protein synthesis inhibition counterscreen; max response, %; 12% of 300,000 active; in the data active = max response mostly above about 13%, no sharp cut-off; inactive = mostly below about 14%; also: read at 38.3 µM for the half of the compounds with a filed dose; 0% is about no effect
FBPA Giardia inh: inhibitors of Giardia lamblia fructose-1,6-bisphosphate aldolase; purified Giardia FBPA; Potency, µM (series often up to 59.6 µM), for the others: top-dose activity, negative = inhibition, most hits filed as inhibitors; 0.71% of 290,000 active; AID 2451; also: potency is read from the fitted curve at half-maximal effect; % is scaled to controls: 0 for no effect and ±100 for the full control effect; nearly all actives have a fitted effect of over 55% in size
Target sequence (A8B2U2 whole entry, looked up): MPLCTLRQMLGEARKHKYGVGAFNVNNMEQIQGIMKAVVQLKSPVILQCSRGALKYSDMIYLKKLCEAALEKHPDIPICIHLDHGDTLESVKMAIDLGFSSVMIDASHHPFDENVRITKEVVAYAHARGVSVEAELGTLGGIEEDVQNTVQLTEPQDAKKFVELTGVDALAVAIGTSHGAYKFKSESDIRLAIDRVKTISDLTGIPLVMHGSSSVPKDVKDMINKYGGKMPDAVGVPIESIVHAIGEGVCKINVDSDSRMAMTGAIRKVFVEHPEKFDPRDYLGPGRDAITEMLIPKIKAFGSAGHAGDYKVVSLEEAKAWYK
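40 nM FBPA preincubated 10 min at RT with compound (up to 57.5 uM final), then substrate plus GAPDH/TPI/NAD/arsenate coupling and diaphorase/resazurin added. Fluorescence read after 20 min at RT, 525/598 nm.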
AmpC inh detg: blocks E. coli AmpC beta-lactamase in detergent assay. P00811. AmpC hydrolysis of nitrocefin, absorbance 480 nm, 0.01% Triton. Potency, µM (series often up to 114 µM), without a hit: top-dose activity change, negative = inhibition, usual class: inhibitors. 0.041% of 370,000 active;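 also: potency is read from the fitted curve at half-maximal effect; 0% = no-compound wells and -100% = no-enzyme wells; nearly all actives have a fitted effect of over 25% in size; some results filed as inactive show a strong effect at the top dose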
Target sequence (P00811 whole entry, looked up): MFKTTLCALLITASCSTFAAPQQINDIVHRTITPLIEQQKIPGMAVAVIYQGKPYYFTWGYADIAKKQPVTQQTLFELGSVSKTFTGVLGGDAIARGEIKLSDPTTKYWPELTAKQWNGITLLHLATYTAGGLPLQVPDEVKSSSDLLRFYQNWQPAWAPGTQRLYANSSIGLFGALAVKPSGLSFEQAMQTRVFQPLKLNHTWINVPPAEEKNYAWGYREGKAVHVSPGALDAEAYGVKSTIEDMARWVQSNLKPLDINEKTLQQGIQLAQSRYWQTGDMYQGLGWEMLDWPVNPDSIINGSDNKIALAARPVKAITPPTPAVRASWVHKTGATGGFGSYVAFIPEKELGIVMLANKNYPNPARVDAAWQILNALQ
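20 mM phosphate pH 7.0 + 0.01% (detergent screen) or 0.0001% Triton X-100; 5.3 nM AmpC reagent; cpd preinc 15 min RT; nitrocefin (800 uM stock) to start; A480 q20 s × 4 min; Activity was normalised to no-enzyme and no-compound control wells.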
AmpC no deterg: AmpC beta-lactamase inhibition without detergent; AmpC nitrocefin hydrolysis, absorbance 480 nm, 0.0001% Triton; Potency, µM (highest dose often 57.1 µM), inactives show at the top dose activity change, negative = inhibition, usual class: inhibitors; 0.52% of 330,000 active; AID 485341;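 also: potency is read from the fitted curve at half-maximal effect; plate controls were no compound for no effect and no enzyme for full effect; nearly all actives have a fitted effect of over 20% in size; some results filed as inactive show a strong effect at the top dose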
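20 mM phosphate pH 7.0 + 0.01% (detergent screen) or 0.0001% Triton X-100; 5.3 nM AmpC reagent; cpd preinc 15 min RT; nitrocefin (800 uM stock) to start; A480 q20 s × 4 min; Activity was normalised to no-enzyme and no-compound control wells.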
Shiga toxin inh: inhibitors of Shiga toxin in Vero cells; inhibition, % at 38.7 µM; 9.2% of 290,000 active; Vero cells, Shiga toxin protein synthesis inhibition reporter; in the data active = inhibition mostly above about 28%, no sharp cut-off; inactive = mostly below about 43%; also: 0% is about no effect
HCMV inh: blocks human cytomegalovirus replication; 4.5% of 410,000 active; AID 1259415; activity change, negative = inhibition, % at 57.5 µM; HFF cells, HCMV-luciferase reporter, 72 h; active compounds read low; in the data active = activity change below about -60%; inconclusive = no clear call, values can overlap the other calls; inactive = above about -39%; also: % is scaled to controls: 0 for no effect and ±100 for the full control effect
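Two compound doses tested in HFFs infected with HCMV-luciferase, MOI 1 PFU/cell, 72 h at 37C. Lysate luminescence read with OneGlo; data normalized against buffer-only and 10uM Salinomycin inhibitor controls.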
AMA1 RON2 block: disrupts binding of P. falciparum AMA1 to RON2. AlphaScreen AMA1-biotinylated RON2 peptide binding. Potency, µM (series often up to 58.2 µM), for inactives: at the highest dose activity change, negative = inhibition, most hits filed as inhibitors. 0.2% of 360,000 active;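 also: potency is read from the fitted curve at half-maximal effect; 0% = vehicle wells and -100% = peptide control; nearly all actives have a fitted effect of over 45% in size; some results filed as inactive show a strong effect at the top dose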
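AMA1 (3D7) with his tag at 25 nM final met compounds first, then biotinylated RON2 peptide at 25 nM; detection used donor plus acceptor beads, 10 µg/mL apiece, read by AlphaScreen after 30 min at room temperature.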
Starred values were filed as active, the others as inactive; ? = inconclusive; / = not tested or not shown; & = joins results of further samples; ! = a repeat was not active; [ ] = remark or other dose. Unless noted, calls follow the shape of the dose curve; as a rule, active = well fitted curve in the direction sought with a large enough effect; inconclusive = small, poorly fitted or top-dose-only effect, or another doubt; inactive = no such curve, though single readings can be large; an effect the other way counts as inactive or inconclusive.

SMILES | Cycloheximide cs | FBPA Giardia inh | AmpC inh detg | AmpC no deterg | Shiga toxin inh | HCMV inh | AMA1 RON2 block
O=C(CCS(=O)(=O)c1cc2c(cc1Cl)NC(=O)CO2)NCCc1ccccc1 | -13 | / | -4%&23% | -28% | -4 | -104*! | -5%
O=C(Nc1ccc(N2CCN(C(=O)c3ccccc3)CC2)c(Cl)c1)c1ccco1 | -3 | 0% | -2% | -24% | -9 | -33 | -12%
O=C(COC(=O)c1cccnc1Cl)NC1CCCc2ccccc21 (stereo not given) | / | / | / | -12% | / | -18 | -3%
O=[N+]([O-])c1cc(-c2nnc(C34CC5CC(CC(C5)C3)C4)o2)cc([N+](=O)[O-])c1 | -2 | 4% | -1% | -27% | -10 | 46 | -5%
COc1ccc(-c2cn[nH]c2-c2ccc(OCC(=O)NN)cc2O)cc1 | 8 | 11% | 0% | -20% | -19 | ? | 95%[activator]
O=C(O)c1cn(CCOc2ccccc2Cl)c2ccccc12 | 38* | 16% | -4% | -26% | 50* | -30 | -7%
O=C(O)c1ccc(/C=N/NC(=S)NCCN2CCOCC2)cc1 | 4 | ? | -7% | -10% | 29 | -22 | 56%[activator]
C[C@H](NC(=O)c1nc[nH]c1C(=O)N1CCN(c2ccccc2)CC1)C(=O)OC(C)(C)C | -1 | -2% | -9% | 70%[activator] | -6 | -11 | 81%[activator]
c1csc(Cc2nn3c(-c4ccncc4)nnc3s2)c1 | -3 | -13% | ? | -47% | -5 | ? | -7%
COc1ccc(Cl)c(Cn2c(NCC(C)O)nc3c2c(=O)n(C)c(=O)n3C)c1 (stereo not given) | -5 | -2% | 4% | 23% | 19 | -30 | -2%
CNC(=O)C1CCN(S(=O)(=O)c2c(C)noc2/C=C/c2ccc(C)cc2)CC1 | -3 | -6% | -7% | -12% | 9 | 33 | -4%
Cc1ccc(CNC(=O)c2cc(S(=O)(=O)N3CCCCC3)ccc2N2CCOCC2)cc1 | / | / | 6% | 81%[activator] | / | -35 | 4%
O=C(COC(=O)[C@H](Cc1ccccc1)NC(=O)c1cccs1)Nc1c(Cl)cccc1Cl | -4 | 0% | -9% | -27% | -13 | -8 | -3%
COc1nc(N)c(S(=O)(=O)c2ccccc2)cc1C#N | 1 | 1% | 0% | -30% | 3 | 19 | -3%
Cc1cccc(N2CCN(C(=O)C(C)C)CC2)c1C | -1 | 3% | -1% | 1% | -13 | -15 | 0%
COC(=O)C1=C(C)N(C)C(=S)NC1c1ccccc1 (stereo not given) | 4 | 1% | -3% | -10% | -8 | ? | 0%
COc1cc([N+](=O)[O-])cc(/C=N/NC(=O)Cn2cncn2)c1O | 0 | ? | 0% | -5% | -5 | -34 | -14%
COc1ccc(N(C)C(=O)c2cc3c(s2)-c2ccccc2OC3)c(OC)c1 | -2 | -16% | -9% | 16% | 2 | -23 | -18%
COc1ccc(/C=N/NC(=O)Cc2cc(OC)c(OC)cc2[N+](=O)[O-])cc1 | 8 | 3% | -9% | 1% | -3 | ? | -10%
COCCNC(=O)CCCC(=O)NCCOC | -4 | 2% | -1% | -11% | 9 | -4 | -2%
COc1cc(NC(=O)c2ccccc2)c(OC)cc1Cl | 2 | 1% | -2% | -17% | 6 | 127 | -1%
C=CCN(CC(=O)Nc1cccnc1)S(=O)(=O)c1ccc(Cl)cc1 | / | / | / | -14% | / | -22 | 23%
Cc1ccc(-c2nn(-c3ccccc3)cc2/C=N/O)cc1 | 1 | 12% | 11% | -17% | 17 | 28 | -4%
Cn1nc(C(C)(C)C)cc1NC(=O)Nc1cc(Cl)cc(Cl)c1 | -2 | -10% | -7% | 96%[activator] | -4 | -14 | -4%
Cc1ccccc1OCC(=O)NN1C(=O)C2C3C=CC(O3)C2C1=O (stereo not given) | -1 | 1% | ? | -9%[2.29 µM] | -2 | -31 | 67%[activator]
COc1ccc(C)cc1S(=O)(=O)N1CCCC(N2CCOCC2)C1 (stereo not given) | -5 | -3% | 3% | 11% | -7 | 0 | 3%
CC1CC(CC(C)C(=O)Nc2nncs2)C(=O)O1 (stereo not given) | 3 | -2% | -11% | 4% | -4 | 14 | 4%
COc1cccc(NC(=O)C(C)(C)C)c1 | / | / | ? | -24% | / | 2 | 18%
COc1ccc(C(C(=O)NC2CCCCC2)N(Cc2cccnc2)C(=O)c2snc(C(N)=O)c2N)cc1 (stereo not given) | -3 | 14% | 3% | 3% | -12 | 7 | -8%
CCCCOCCCn1c(N)c(C(=O)OC(C)COC)c2nc3ccccc3nc21 (stereo not given) | -3 | -10% | -3% | 135%[activator] | -5 | 0 | -15%
CCCc1nnc(NC(=O)Cn2c(=O)sc3ccccc32)s1 | -8 | -1% | ? | -36% | -20 | 0 | -5%
O=C(N/N=C/C=C/c1ccc2c(c1)OCO2)c1ccc([N+](=O)[O-])cc1 | -2 | 6% | ? | -22% | -7 | -34 | 102%[activator]
CCOCCCNC(=S)N1C2CCC1CC(NC(=O)NC13CC4CC(CC(C4)C1)C3)C2 (stereo not given) | -2 | -3% | -1% | 136%[activator] | -8 | -19 | -5%
COCCN(CCOC)S(=O)(=O)c1ccc(C(=O)Nc2nnc(C)o2)cc1 | -2 | 5% | -6% | -13% | 3 | -6 | 3%
Cc1ccccc1N1C(=O)NC(=O)/C(=C\c2cc(Br)c(N3CCOCC3)o2)C1=O | -2 | -2% | -14% | -25% | -4 | 52 | -11%
COC(=O)C(NS(=O)(=O)c1ccc(C)cc1)c1ccccc1 (stereo not given) | -2 | 3% | 8% | -11% | -9 | -11 | 1%
CCOC(=O)C(=CN=C(N)Nc1nc2ccccc2o1)C(=O)OCC | 14* | -27% | 8% | -33% | 31* | -3 | 63%[activator]
CCOC(=O)C1CCN(C(=O)COC(=O)CSc2ccccc2C)CC1 | / | / | / | 11% | / | -3 | -7%
Cc1ccc(-c2csc(=Nc3cccnc3)n2CCCn2ccnc2)cc1C | -3 | 4% | ? | 105%[activator] | -18 | -95* | 1%[2.32 µM]
CC(=O)C1=C(C)NC(SCC(=O)c2ccc(-c3ccccc3)cc2)=C(C#N)C1c1cccnc1 (stereo not given) | 9 | -12% | 4% | -11% | -16 | / | /
CCn1c(NN)nc2sc3c(c2c1=O)CCC3 | -4 | -13% | -12% | -32% | -12 | -5 | 90%[activator]
CCOCCn1c(CN2CCOCC2)nc2c1c(=O)[nH]c(=O)n2C | -2 | 2% | -1% | -25% | -5 | 17 | 0%
O=C(N/N=C/c1ccc2cccc(OCc3ccccc3)c2n1)c1ccc(Cl)cc1 | 31* | 0% | 4% | -42% | 61* | 18 | 25%
O=C(Nc1cccc2nsnc12)C1CC(=O)N(c2ccccc2)C1 (stereo not given) | -4 | ? | -1% | -6% | -11 | 37 | 5%
CC(Oc1ccc2c(-c3ccccc3)cc(=O)oc2c1)C(=O)N[C@H](Cc1c[nH]c2ccccc12)C(=O)O (stereo not given in full) | -1 | ? | -1% | -9% | 2 | 1 | -4%
CCCS(=O)(=O)N1CCN(c2ccccc2F)CC1 | 4 | ? | -5% | -6% | -2 | -12 | 3%
Cc1[nH]c(=O)c(C#N)c2c1CSC(C)(C)C2 | 1 | -1% | ? | -6% | -3 | 4 | -8%
Cc1cccc(C(=O)NCC(=O)OCC(=O)N(C)CC(=O)Nc2ccccc2Cl)c1 | / | / | 3% | -4% | / | -3 | -10%

Record cards, from the list above:
CC(Oc1ccc2c(-c3ccccc3)cc(=O)oc2c1)C(=O)N[C@H](Cc1c[nH]c2ccccc12)C(=O)O (stereo not given in full) across the screens: Cycloheximide cs = -1; FBPA Giardia inh = ?; AmpC inh detg = -1%; AmpC no deterg = -9%; Shiga toxin inh = 2; HCMV inh = 1; AMA1 RON2 block = -4%
O=C(Nc1cccc2nsnc12)C1CC(=O)N(c2ccccc2)C1 (stereo not given) across the screens: Cycloheximide cs = -4; FBPA Giardia inh = ?; AmpC inh detg = -1%; AmpC no deterg = -6%; Shiga toxin inh = -11; HCMV inh = 37; AMA1 RON2 block = 5%

Continuation:
SMILES | Cycloheximide cs | FBPA Giardia inh | AmpC inh detg | AmpC no deterg | Shiga toxin inh | HCMV inh | AMA1 RON2 block
Cc1ccc(Oc2nc3ccccc3n3cccc23)cc1 | -1 | 1% | 2% | -23% | -7 | -25 | 5%
COCCNC(=O)c1ccccc1NC(=O)c1ccccc1SC | 18 | -1% | -2% | -20% | -6 | -25 | 18%
O=C1COc2ccc(S(=O)(=O)CCC(=O)N3CCN(c4ccccc4)CC3)cc2N1 | 13 | 6% | 2% | 11% | 1 | -2 | 0%
CC(C)=CCN1CCN(Cc2ccc(C#CC(C)(C)O)cc2)CC1CCO (stereo not given) | 0 | 3% | -5% | -1% | 9 | -24 | -8%
O=C(CSc1nnnn1-c1ccccc1F)NNC(=O)c1ccco1 | 14 | 0% | 2% | -8% | 19 | 3 | 64%[activator]
O=C(Nc1ccc(Oc2ncnc3cc(Cl)ccc23)nc1)c1cccs1 | 0 | 6% | -2% | -4% | -10 | 3 | 1%
CC(C)(C)C(=O)Cn1ncc(Br)c(Br)c1=O | -10 | 0% | -1% | -11% | -28 | -101* | 4%
CC(C)N1CCN(Cc2ccc3c(c2)OCCO3)CC1CCO (stereo not given) | -1 | -1% | -1% | -15% | -10 | 15 | 2%
Cc1csc(CNC(=O)c2cc(COc3c(C)cccc3C)on2)n1 | 11 | -7% | -4% | 29% | 16 | 22 | 64%[activator]
COc1ccc([C@@H]2[C@@H]3C(=O)N(C(C)(C)C)C(=O)[C@@H]3[C@]3(Cc4ccc(Cl)cc4)C(=O)N(c4ccc(Br)cc4)C(=O)N23)cc1 | 2 | -11% | ? | 24% | 15 | -13 | -11%
Nc1nnn(CC(=O)N/N=C/c2ccccc2)n1 | 15 | 0% | 1% | -16% | 22 | -9 | 23%
Cc1cccc(-n2c(-c3ccco3)nc3ccccc3c2=O)n1 | -1 | -1% | ? | -8% | 0 | 72 | -2%
Cc1ccc(/C=C/c2nnc(-c3ccccc3)o2)cc1 | 23* | 0% | ? | -12% | 65 | 121 | 0%
Cc1ccc(C(=O)N2CCCC(C(F)(F)F)C2)cc1S(=O)(=O)N1CCCCC1 (stereo not given) | / | / | ? | 39% | / | -36 | 7%
COc1ccccc1-n1c(SCC(=O)Nc2cccc(C(=O)O)c2)nnc1-c1ccccc1C | -4 | 6% | ? | -33% | -7 | 26 | -4%
CC1CCN(C(=O)Cn2cc(C(F)(F)F)ccc2=O)c2ccccc2S1 (stereo not given) | / | / | / | 20% | / | 27 | 1%
CC(=O)c1c(C)[nH]c(C(=O)Nc2ccc(F)c(F)c2F)c1C | 6 | 4% | -7% | -15% | 71* | 109 | -23%
c1ccc2nc3c(nc2c1)CCCC3 | -2 | 13% | -22% | -4% | -3 | 14 | -10%

Bioassay records: PubChem, National Center for Advancing Translational Sciences (NCATS)

Random draw from the library; about 16% have a hit in one of these screens.
